ATXN2 expr inh: reduces ATXN2 reporter expression in HEK-293 cells. HEK-293 ATXN2-luciferase reporter, luminescence, 24 h. Potency, µM (highest dose often 57 µM), without a hit: at the top dose activity change, negative = inhibition, most hits filed as inhibitors. 360,000 compounds, 0.72% hits. AID 1745845; also: potency is read from the fitted curve at half-maximal effect; % is scaled to controls: 0 for no effect and ±100 for the full control effect; nearly all actives have a fitted effect of over 55% in size
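ATXN2-luciferase reporter cells (luciferase flanked by upstream and downstream ATXN2 gene portions) were treated 24 h at 37 °C with compounds at up to 57 uM. SteadyGlo luminescence gave expression; GF-AFC fluorescence gave viability.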
TGFb inhibitor: inhibitors of TGF-b signaling. 410,000 compounds, 1.2% hits. Potency, µM (top dose mostly 46.1 µM), without a hit: top-dose activity, negative = inhibition, actives largely listed as inhibitors. AID 588855. HepG2 CAGA-GFP TGF-b/SMAD3 reporter, GFP fluorescence, 18 h; TGF-beta stimulated, 500 pg/mL final; also: potency is read from the fitted curve at half-maximal effect; % is scaled to controls: 0 for no effect and ±100 for the full control effect; nearly all actives have a fitted effect of over 65% in size
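First, reporter cells (HEPG2 CAGA-GFP) rested 2 h at 37 degrees C. Next, compounds were pinned in and TGF-beta added to 500 pg/mL final. After 18 h, GFP was imaged per cell and summed per well.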
S2 tox: viability counter-screen for ATXN expression inhibitors; Potency, µM (titrated, usually from 56.7 µM), usual class: cytotoxic; S2 cells (HEK-293 line with an ATXN2-luciferase reporter) viability, CellTiter-Fluor protease fluorescence, 24 h; 400,000 compounds, 0.49% hits; also: potency is read from the fitted curve at half-maximal effect; nearly all actives have a fitted effect of over 40% in size
IL2 activator: activators of IL-2; IL-2 activation reporter assay, cell-based qHTS; stimulated with anti-CD3/CD4/CD28 beads; in transgenic mouse T cells; activation, % (series mostly up to about 46 µM); 360,000 compounds, 0.065% hits; in the data active = activation above about 50%; inconclusive = mostly about 30% to 49%; also: 0% is about no effect
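Unstimulated transgenic mouse T cells preincubated 60 min with compound, then stimulated with anti-CD3/anti-CD4-coated beads plus anti-CD28 for 18 h at 37 degrees C. IL-2 response read as EGFP and DsRed fluorescence by plate cytometry.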
HepG2 viability: counter-screen for TGF-b inhibitors: cytotoxicity in HepG2 cells; HepG2 CAGA-GFP viability, ATP luminescence, 18 h; AID 588856; 410,000 compounds, 0.76% hits; Potency, µM (doses to about 46.1 µM), for the others: top-dose activity change, negative = cytotoxicity, usual class: cytotoxic; also: potency is read from the fitted curve at half-maximal effect; some results filed as inactive show a strong effect at the top dose
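CellTiter-Glo luminescence gave cytotoxicity after 18 hours at 37 degrees C. The cells were HepG2 CAGA-GFP in 1% FBS DMEM, stimulated with 500 pg/mL TGF-beta after compound addition. %Activity was normalised to no-cell wells (complete cell-killing) and DMSO (no toxicity), and curves were fitted and classified.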
Nrf2 activator: activates Nrf2 signaling; AREc32 ARE-luciferase reporter (MCF7-derived line), luminescence, 24 h; 410,000 compounds, 0.31% hits; Potency, µM (titrated, usually from 46.1 µM), inactives show at the highest dose activation, actives largely listed as activators; also: potency is read from the fitted curve at half-maximal effect; % of control where 0% means no effect; nearly all actives have a fitted effect of over 65% in size
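ARE-driven firefly luciferase activity in AREc32 cells measured after a 24 hr compound exposure at 37 deg C, using Steady-Glo reagent and a 30 min room-temperature hold.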
Nrf2 inh: blocks Nrf2 signaling | A549 ARE-Fluc reporter, luciferase luminescence, 18-24 h | Potency, µM (titrated, usually from 46 µM), for the others: at the top dose activity change, negative = inhibition, most hits filed as inhibitors | 360,000 compounds, 2.1% hits | AID 504444; also: potency is read from the fitted curve at half-maximal effect; % is scaled to controls: 0 for no effect and ±100 for the full control effect; nearly all actives have a fitted effect of over 60% in size
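Nrf2 function is reported as luminescence of an ARE-controlled luciferase in A549 cells. Compounds were tested at several concentrations, and a CellTiter-Fluor read on the same wells flagged cytotoxicity.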
A549 tox: A549 cytotoxicity, counter-screen for Nrf2 inhibitors | A549 ARE-Fluc cells, CellTiter-Fluor viability, 18-24 h | Potency, µM (top dose mostly 46 µM), inactives show at the top dose activity change, negative = cytotoxicity, actives largely listed as inhibitors | 390,000 compounds, 0.16% hits | AID 504648; also: potency is read from the fitted curve at half-maximal effect; % is scaled to controls: 0 for no effect and ±100 for the full control effect
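A549 ARE-Fluc cells in 5% FBS OPTI-MEM, 5000 cells/well, rested 2 h then exposed to compounds in concentration-response for 18-24 h at 37 °C. Viability by CellTiter-Fluor fluorescence (Ex 405/Em 525) after 30 min; luciferase luminescence (BugLite, 15 min, RT) read afterwards.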
EPAC2 ag: agonists of human EPAC2 (RAPGEF4); 360,000 compounds, 0.079% hits; Potency, µM (series often up to 154 µM), for inactives: at the highest dose activation, actives largely listed as activators; Q8WZA2; EPAC2 activation, biochemical qHTS; response scale: 100% = 6.5 mM cAMP response; also: potency is read from the fitted curve at half-maximal effect; nearly all actives have a fitted effect of over 50% in size
Target sequence (Q8WZA2 whole entry, looked up): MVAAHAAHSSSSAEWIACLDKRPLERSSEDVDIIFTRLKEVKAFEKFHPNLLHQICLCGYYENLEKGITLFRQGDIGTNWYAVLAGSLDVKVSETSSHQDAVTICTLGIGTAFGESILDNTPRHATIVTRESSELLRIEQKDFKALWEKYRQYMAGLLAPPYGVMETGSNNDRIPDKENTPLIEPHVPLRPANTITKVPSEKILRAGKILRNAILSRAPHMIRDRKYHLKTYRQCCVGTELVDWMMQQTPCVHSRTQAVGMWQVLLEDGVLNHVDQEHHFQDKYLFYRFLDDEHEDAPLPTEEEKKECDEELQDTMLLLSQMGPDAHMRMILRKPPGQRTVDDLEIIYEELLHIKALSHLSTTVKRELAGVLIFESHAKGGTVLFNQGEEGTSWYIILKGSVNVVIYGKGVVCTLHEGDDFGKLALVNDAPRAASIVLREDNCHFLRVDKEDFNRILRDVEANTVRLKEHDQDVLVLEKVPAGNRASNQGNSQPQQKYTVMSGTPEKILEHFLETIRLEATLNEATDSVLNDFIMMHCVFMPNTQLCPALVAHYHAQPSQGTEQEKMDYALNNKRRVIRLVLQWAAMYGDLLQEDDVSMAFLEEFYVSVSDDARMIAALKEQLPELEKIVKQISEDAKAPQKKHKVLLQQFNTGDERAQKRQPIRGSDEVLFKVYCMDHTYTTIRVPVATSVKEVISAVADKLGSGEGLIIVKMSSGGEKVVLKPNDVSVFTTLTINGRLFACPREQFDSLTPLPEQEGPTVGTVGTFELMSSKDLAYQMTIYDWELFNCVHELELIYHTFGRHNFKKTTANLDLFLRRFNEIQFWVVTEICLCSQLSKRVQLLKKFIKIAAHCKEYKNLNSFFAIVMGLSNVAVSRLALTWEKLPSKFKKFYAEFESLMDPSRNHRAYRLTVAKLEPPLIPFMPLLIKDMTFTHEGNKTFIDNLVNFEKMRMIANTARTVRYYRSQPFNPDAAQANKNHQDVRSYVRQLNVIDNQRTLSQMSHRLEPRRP
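In this primary screen, activation is scored as increased exchange of BODIPY-GDP from Rap1B by 100 nM EPAC2, with 50 uM GDP as competitor. Signal is normalized to the 6.5 mM cAMP agonist control.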
An asterisk follows results filed as active; i = inactive; ? = inconclusive; / = no result given; & = joins results of further samples; [ ] = another dose, or the depositor's remark. Unless noted, calls follow the shape of the dose curve; as a rule, active = well fitted curve in the direction sought with a large enough effect; inconclusive = small, poorly fitted or top-dose-only effect, or another doubt; inactive = no such curve, though single readings can be large; an effect the other way counts as inactive or inconclusive.

smiles	ATXN2 expr inh	TGFb inhibitor	S2 tox	IL2 activator	HepG2 viability	Nrf2 activator	Nrf2 inh	A549 tox	EPAC2 ag
COc1ccc(N2CCN(CCCn3cnc4c(OC)ncnc43)CC2)cc1	8%	-9%	i	1.7	3%	-0.5%	/	/	5%
O=C(Nc1nn[nH]n1)c1cc(-c2ccc(Cl)c(Cl)c2Cl)nc2ccccc12	/	-7%	i	-0.6	-15%	-1.8%	0%	15%	6%
Cc1ccccc1-c1nnc(SCc2ccccc2F)o1	95%[activator]	-1%	i	0.9	-4%	6.3%	?	-9%	3%
Cc1cc(C(=O)OCC(=O)NC(C)(C)C)c2ccccc2n1	3%	-15%	i	-2.0	23%	-0.6%	-31%	-3%	3%
C/C(=N/NC(=O)Cn1nc2ccccc2n1)c1ccc(F)cc1	-13%	-5%	i	-2.9	-50%	0.0%	3%	7%	5%
Cc1ccc(S(=O)(=O)N2CCC(c3nc4c(nnn4Cc4ccccc4)c(=O)[nH]3)CC2)cc1	-17%	-26%	i	-0.9	-16%	0.2%	-13%	0%	10%
O=C(NCC(c1ccc(F)cc1)N1CCOCC1)c1nn(-c2ccccc2)c(=O)c2ccccc12 (stereo not given)	-11%	-2%	i	-0.1	-48%	-0.6%	?	0%	11%
CC1CN(Cc2ccco2)C(=S)N(c2ccccc2)C1=O (stereo not given)	-2%	-14%	i	-2.9	1%	0.0%	-22%	-8%	4%
Cn1c(SCC(=O)N/N=C/c2ccc(O)c(O)c2)nc2ccccc21	/	-19%	i	0.0	-4%	9.0%	?	1%	7%
CN(CC(=O)Nc1c(Cl)cccc1Cl)C(=O)c1cccn1C	-9%	7%	i	-0.9	4%	-0.3%	5%	0%	-4%
O=C(Nc1nc2ccc(S(=O)(=O)N3CCCC3)cc2s1)c1ccc(F)cc1	3%	?	i	/	-1%	2.3%	?	-3%	/
CC1CC1C(=O)OCC(=O)N(C)c1c(N)n(Cc2ccccc2)c(=O)[nH]c1=O (stereo not given)	3%	-4%	i	-3.5	1%	-0.8%	10%	-12%	12%
Fc1ccc(C2=Nn3c(Cc4ccccc4F)nnc3SC2)cc1	3%	-9%	i	-0.2	-7%	-0.3%	/	5%	-12%
Nc1ccc(CN2CCOCC2)cc1	0%[11.3 µM]	8%	?	-3.0	3%	0.1%	9%	2%	-2%
COc1ccc(OC)c(NC(=O)c2cc(S(=O)(=O)NCCc3ccc(Cl)cc3)ccc2F)c1	-7%	?	?	/	4%	5.4%	/	-2%	/
N#C/C(=N\Nc1ccc(S(=O)(=O)N2CCCCC2)cc1)C(N)=S	-7%	?	?	0.7	-27%	8.6%	?	?	2%
Cc1cc(=O)[nH]c(SCC(=O)Nc2cccc3ccccc23)c1C#N	-25%	?	i	-2.2	-25%	7.8%	/	9%	0%
NNC(=S)NC1CCCCCCCCCCC1	/	10µM*	i	-0.6	8.9µM*	-0.2%	-12%	10%	3%
CCOC(=O)N1CCN(Cc2nc3cc(NC(=O)C(C)C)ccc3n2C)CC1	5%	8%	i	-1.2	-13%	-0.6%	0%	-3%	13%
COCCCNC(=O)C1Cc2cc(S(=O)(=O)N3CCCC3)ccc2N1C(C)=O (stereo not given)	5%	3%	i	-4.7	-2%	0.2%	?	-2%	-4%

Entries of single compounds, looked up by structure. Values in the order: ATXN2 expr inh	TGFb inhibitor	S2 tox	IL2 activator	HepG2 viability	Nrf2 activator	Nrf2 inh	A549 tox	EPAC2 ag
`O=C(NCC(c1ccc(F)cc1)N1CCOCC1)c1nn(-c2ccccc2)c(=O)c2ccccc12` (stereo not given) is listed as -11%	-2%	i	-0.1	-48%	-0.6%	?	0%	11%
`N#C/C(=N\Nc1ccc(S(=O)(=O)N2CCCCC2)cc1)C(N)=S` is listed as -7%	?	?	0.7	-27%	8.6%	?	?	2%

(more compounds)
smiles	ATXN2 expr inh	TGFb inhibitor	S2 tox	IL2 activator	HepG2 viability	Nrf2 activator	Nrf2 inh	A549 tox	EPAC2 ag
COc1cc(Cl)ccc1NC(=O)COc1ccccc1C(=O)N1CCN(c2ccc(O)cc2)CC1	-37%	-9%	i	0.6	-4%	3.3%	/	-12%	-4%
O=S(=O)(Cc1ccccc1)N1CCC(c2nc(-c3cccs3)no2)CC1	10%	-7%	i	1.5	-17%	0.1%	?	-4%	7%
CSc1ccc(/C=N/NC(=O)c2ccc(-n3cnnn3)cc2)cc1	/	18%	i	1.7	-6%	-0.6%	-14%	-3%	10%
Cc1c(C(=O)Nc2ccc(S(=O)(=O)N3CCOCC3)cc2)cccc1[N+](=O)[O-]	/	-3%	i	-0.4	9%	0.7%	-19%	1%	9%
Cc1ccccc1SCC(=O)Nc1cccc(C#N)c1	3%	-27%	i	-1.0	-2%	0.2%	0%	1%	0%
Cc1cccc(C)c1NC(=O)N1C2CCCC1CC(NC(=O)C(C)(C)C)C2 (stereo not given)	8%	-1%	i	2.9	5%	-0.3%	6%	-5%	1%
CCN(CC)c1cc(C)c2cc(NC(=O)c3ccccc3Cl)ccc2n1	-17%	11%	?	/	-33%	3.9%	-23%[9.27 µM]	-19%	/
O=C(NNC(=O)c1cc2ccccc2[nH]1)OCc1ccccc1	5%	5%	i	-2.7	15%	4.6%	3%&23%	3%&1%	-10%
Cn1ncc(N2CCN(S(=O)(=O)c3ccc(Br)cc3)CC2)c(Cl)c1=O	-29%	4%	i	1.5	2%	-0.1%	-15%	17%	13%
CC1=NN(c2ccccc2C(=O)O)C(=O)C1N=Nc1ccccc1 (stereo not given)	/	-4%	?	1.2	-26%	5.2%	?	?	1%
Cc1ccc(S(=O)(=O)Oc2cccc(/C=N/Nc3ccc(C(=O)O)cc3)c2)cc1	42%[activator]	-15%	?	0.1	-10%	-0.8%	16%	-7%	-1%
Cc1ccc(-c2csc3ncnc(SCC(=O)NCC4CCCO4)c23)cc1 (stereo not given)	9%	1%	i	-0.3	-1%	-0.6%	4%	0%	5%
Cc1ccc(S(=O)(=O)n2nc(C)c(S(=O)(=O)N3CCC(C)CC3)c2C)cc1	15%	-1%	i	/	-7%	-1.2%	/	17%	/
Cc1ccc(N(C(=O)c2cc3ccccc3oc2=O)C2C=CS(=O)(=O)C2)cc1 (stereo not given)	-6%	14%	i	1.5	19%	0.1%	1%	1%	8%
COCCN(C(=O)c1oc2ccccc2c1COC)c1c(N)n(CC(C)C)c(=O)[nH]c1=O	0%	11%	i	-3.2	-1%	0.0%	3%	-2%	5%
O=C(CSc1nc(=O)n(CCN2CCOCC2)c2c1CCC2)Nc1ccccc1	/	-7%	/	/	-6%	-1.1%	/	-1%	/
COc1ccc(-c2csc(NC(=O)C3CCN(C(=O)c4ccc(F)cc4)CC3)n2)cc1OC	-26%	-18%	i	0.3	2%	0.4%	?	-8%	-2%
Cc1ccc(C)c(S(=O)(=O)NNC(=O)Nc2ccccc2Cl)c1	-3%	6%	i	-2.7	6%	0.0%	-17%	7%	5%
COc1ccc(/C=C(\NC(=O)c2ccc([N+](=O)[O-])cc2)C(=O)NCCCN2CCOCC2)cc1	-9%	3%	i	0.1	-4%	-0.1%	4%	2%	4%
Cc1ccc(NC(=O)c2cnn(-c3ccccc3)c2C)cc1C	-24%	8%	i	-0.9	-17%	-1.7%	?	5%	25%
N#Cc1cccc(C#N)c1N1CCC(C#N)CC1	-8%	-3%	i	0.2	-2%	0.0%	-10%	-2%	4%
Cc1cc(N2CCC(C(=O)NC3CCCCC3)CC2)nc(-c2ccccc2)n1	?	-4%	i	-0.4	-2%	0.2%	-28%	-8%	1%
O=C(NC1CC1)C1=C[C@H](c2coc3ccccc3c2=O)C[C@H](OCCCCO)O1	12%	2%	i	1.0	0%	1.0%	13%	-4%	0%
O=C(CNCC1CCCCC1)Nc1ccc(OC(F)(F)F)cc1	-10%	16µM*	i	-5.3	-89%	5.8%	-5%	-3%	5%
CC(C)CCn1c(CN(C)Cc2ccccc2)nc2c1c(=O)n(C)c(=O)n2C	-21%	0%	i	-3.2	5%	0.4%	?	-3%	-7%
COC(=O)c1ccc(C23CC4(C2)[C@H](CN(Cc2cccnc2)[C@@H]4c2ccccc2)C3c2ccccc2)cc1 (stereo not given in full)	-5%	?	i	-1.9	-21%	2.8%	8%	-1%	11%
COc1ccccc1NC(=O)C(C)OC(=O)CCNS(=O)(=O)c1ccc(C)c(C)c1 (stereo not given)	3%	?	i	-2.9	-3%	-0.8%	12%	-3%	9%
CCc1cc(=O)n2[nH]c(C)c(-c3ccc(OC)cc3)c2n1	/	11%	i	0.3	3%	-0.9%	-10%	3%	-1%
COc1cc(NC(=O)CSc2nc(C)c(C)c(C)n2)cc(OC)c1	-6%	5%	i	0.2	-9%	2.9%	-25%	-3%	3%
O=c1ccc(-c2ccc(S(=O)(=O)N3CCN(c4ccccc4)CC3)o2)n[nH]1	-3%	14%	i	-2.6	2%	0.0%	-1%	0%	13%
CCCCCCC(=O)Nc1ccc(C(=O)N/N=C/c2cccnc2)cc1	29%	-4%	i	-3.5	-1%	-0.1%	-18%	8%	-7%
COc1ccc(NC(=O)c2cc(C3CCCCN3C(=O)Cc3ccc(N(C)C)cc3)on2)c(C)c1 (stereo not given)	-21%	-16%	i	-0.4	1%	3.5%	/	/	5%
CCn1c(N2CCN(CC(=O)c3ccc(OC)cc3)CC2)nc2ccccc21	1%	1%	i	-3.7	-17%	-0.1%	2%	5%	5%
